Source: PubChem
FadD28 FP inh = M. tuberculosis FadD28 bisubstrate binding inhibition; inhibition, % at 12.5 µM; hit rate 0.22% among 360,000; FadD28 bisubstrate probe binding, fluorescence polarization; AID 588549; in the data active = inhibition above about 8.5%, passing the limit was not always enough; inconclusive = no clear call, values can overlap the other calls
UGM FP inh = blocks M. tuberculosis UGM enzyme; P9WIQ1; purified UGM, fluorescence polarization probe displacement; inhibition, % at 10 µM; hit rate 0.06% among 320,000; AID 504406; in the data active = inhibition above about 10%, passing the limit was not always enough; inconclusive = no clear call, values can overlap the other calls
Target sequence (P9WIQ1 whole entry, looked up): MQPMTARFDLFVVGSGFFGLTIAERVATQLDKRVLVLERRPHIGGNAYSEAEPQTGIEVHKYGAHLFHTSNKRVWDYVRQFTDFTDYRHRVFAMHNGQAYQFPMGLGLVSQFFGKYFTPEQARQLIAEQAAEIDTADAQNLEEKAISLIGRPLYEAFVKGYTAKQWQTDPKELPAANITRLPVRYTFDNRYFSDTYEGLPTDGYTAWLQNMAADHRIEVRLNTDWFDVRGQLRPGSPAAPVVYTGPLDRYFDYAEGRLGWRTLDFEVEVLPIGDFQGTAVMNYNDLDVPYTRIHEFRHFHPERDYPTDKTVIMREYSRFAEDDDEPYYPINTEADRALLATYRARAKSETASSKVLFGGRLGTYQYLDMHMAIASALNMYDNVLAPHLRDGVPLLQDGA
MazF activator = increases E. coli MazEF RNase cleavage of RNA | FAM/BHQ RNA-DNA oligo cleavage fluorescence, 5 h | AID 504720 | activation, % at 20 µM | hit rate 0.32% among 350,000; in the data active = activation above about 50%
Target sequence (P0AE70 whole entry, looked up): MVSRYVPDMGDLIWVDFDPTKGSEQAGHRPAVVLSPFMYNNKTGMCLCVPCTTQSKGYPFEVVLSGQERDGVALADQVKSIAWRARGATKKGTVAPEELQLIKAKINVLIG
CCHFV vOTU inh = blocks the CCHF virus ovarian tumor domain protease; CCHFV vOTU protease, Pep-AMC fluorescence; inhibition, % at 11.5 µM; hit rate 0.55% among 370,000; AID 651958; also: 0% = vehicle wells with enzyme and 100% = no enzyme wells
DUSP3 inh = blocks human VHR1 dual specificity phosphatase. recombinant VHR phosphatase, pNPP absorbance. inhibition, % at 13.3 µM. hit rate 0.52% among 290,000. P51452; in the data active = inhibition above about 50%; also: some compounds called inactive have numbers as strong as hits
Target sequence (P51452 whole entry, looked up): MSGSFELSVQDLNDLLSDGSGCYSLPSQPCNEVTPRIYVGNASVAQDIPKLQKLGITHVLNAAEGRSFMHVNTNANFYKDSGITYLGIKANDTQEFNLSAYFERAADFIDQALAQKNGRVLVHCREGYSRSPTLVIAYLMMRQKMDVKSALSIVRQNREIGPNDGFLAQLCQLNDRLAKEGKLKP
Mtb BioA inh = blocks M. tuberculosis BioA enzyme activity. purified M. tuberculosis BioA enzyme, plate reader. inhibition, % at 9.99 µM. hit rate 0.096% among 360,000. AID 602481; in the data active = inhibition above about 40%; inconclusive = no clear call, values can overlap the other calls
GDH-TPI counter = inhibits GDH-TPI coupling enzymes, artifact for Mtb FBA screen | GDH-TPI coupled enzyme counterscreen, NADH absorbance | inhibition, % at 4.8 µM | hit rate 1.2% among 360,000 | AID 588335;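 also: 0% = DMSO wells and 100% = wells lacking the enzyme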
BoNT F protease = blocks Botulinum neurotoxin F light chain protease; Multiplex microsphere protease cleavage assay, flow cytometry; inhibition, % at 10 µM; hit rate 0.22% among 360,000; AID 588497; in the data active = inhibition above about 35%, passing the limit was not always enough; inconclusive = no clear call, values can overlap the other calls; also: plate controls were buffer without enzyme for full effect and enzyme alone for no effect
Rv3671c protease = inhibits the M. tuberculosis serine protease Rv3671c. P9WHR9. inhibition, % at 5.96 µM. hit rate 0.048% among 320,000. AID 2606; in the data active = inhibition above about 38%;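 also: extracellular domain of Rv3671c used as enzyme; 0% = enzyme with DMSO and 100% = no enzyme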
Mtb FBA inh = Mtb fructose-bisphosphate aldolase inhibition. AID 588726. P9WQA3. inhibition, % at 1 µM. purified M. tuberculosis FBA, fluorescence read-out. hit rate 2.3% among 360,000; in the data active = inhibition above about 27%;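 also: 0% = vehicle and 100% = reference inhibitor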
Target sequence (P9WQA3 whole entry, looked up): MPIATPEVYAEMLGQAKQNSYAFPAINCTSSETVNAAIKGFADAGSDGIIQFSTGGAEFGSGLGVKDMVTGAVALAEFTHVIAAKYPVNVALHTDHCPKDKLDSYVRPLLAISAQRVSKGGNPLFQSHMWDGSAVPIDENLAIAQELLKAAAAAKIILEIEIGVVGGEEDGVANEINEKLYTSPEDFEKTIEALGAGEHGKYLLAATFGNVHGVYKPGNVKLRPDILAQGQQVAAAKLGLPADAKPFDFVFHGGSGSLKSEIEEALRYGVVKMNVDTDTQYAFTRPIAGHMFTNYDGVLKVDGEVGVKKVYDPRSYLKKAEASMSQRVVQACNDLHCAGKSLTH
* hit, by the source's call; ? = inconclusive; nt = no result given. Rule as the data show it, unless noted: active = inhibition above about 30%; inactive = the rest.

1: CC1CCCN(S(=O)(=O)c2cc(C(=O)NCc3ccco3)ccc2Cl)C1 (stereo not given)
2: COc1ccccc1C1C(C(=O)c2cc3ccccc3o2)=C(O)C(=O)N1c1cc(C)on1 (stereo not given)
3: Cc1cc(C)c(-n2c(O)c(/C=N/N3CCCCC3c3cccnc3)c(=O)[nH]c2=O)c(C)c1 (stereo not given)
4: O=C(c1cc(COc2cccc(C(F)(F)F)c2)on1)N1CCSCC1
5: Cc1ccc(NCc2nnc(SCC(=O)N3CCCCC3)n2CC2CCCO2)c(C)c1 (stereo not given)
6: Cc1ccc(Cl)c(OC(=O)c2ccc(N3CCOCC3)c([N+](=O)[O-])c2)c1
7: COC(=O)[C@H](CC(C)C)NC(=O)Cn1cnc(C(=O)Nc2ccc(C)c(C)c2)n1
8: O=C(COc1ccccc1)NCC(=O)Nc1ccc(S(=O)(=O)NCc2ccco2)cc1
Screen / compound no.,1,2,3,4,5,6,7,8
FadD28 FP inh,2.8,-0.4,-1.9,0.1,-1.5,-2.5,-2.5,-4.4
UGM FP inh,2.6,0.6,-3.3,-0.9,-1.8,2.0,nt,1.4
MazF activator,4,4,-24,1,1,-2,10,1
CCHFV vOTU inh,-10,3,-2,-1,-7,5,12,8
DUSP3 inh,nt,2,17,4,nt,-10,nt,15
Mtb BioA inh,0.3,-0.7,-1.8,0.1,0.6,nt,2.0,1.7
GDH-TPI counter,-5,31*,3,3,-4,-2,-4,-6
BoNT F protease,0,3,-4,2,-21,-3,-7,?
Rv3671c protease,-3,-15,-22,1,0,2,nt,-10
Mtb FBA inh,-3,7,0,-4,2,4,0,-2

9: CC1CCN(C(=O)CCCNC(=O)Cn2cnc3sc4c(c3c2=O)CCCC4)CC1
10: CC(C)CSc1nnc2c3ccccc3n(C)c2n1
11: CCCCC(CC)CNC(=O)c1ncn[nH]1 (stereo not given)
12: CC(C)(C)C(=O)Nc1cccc(OC(F)(F)C(F)Cl)c1 (stereo not given)
13: CC1CCCCN1C(=O)CSc1nc(C2CC2)nc2ccccc12 (stereo not given)
14: COCCN(C(=O)COC(=O)Cc1coc2cc3c(cc12)CCC3)c1c(N)n(Cc2ccccc2)c(=O)[nH]c1=O
15: Cc1nc2c(C(=O)NCc3ccc4c(c3)OCO4)c[nH]n2c(=O)c1Cl
16: CCCCn1c(N)c(N(CC(C)C)C(=O)CN(C)S(=O)(=O)c2ccc(F)cc2)c(=O)[nH]c1=O
Screen / compound no.,9,10,11,12,13,14,15,16
FadD28 FP inh,-1.9,-0.1,0.1,-3.6,-0.8,-1.4,-0.2,-2.1
UGM FP inh,3.6,-0.5,-2.9,3.0,0.4,3.9,3.6,-0.3
MazF activator,6,-10,-4,-8,4,0,-2,-1
CCHFV vOTU inh,-20,13,-10,-13,-12,-4,7,27
DUSP3 inh,13,14,28,-3,8,nt,6,nt
Mtb BioA inh,-0.5,-1.3,-1.7,0.7,8.6,-0.2,4.5,0.1
GDH-TPI counter,-4,23,0,3,2,3,7,9
BoNT F protease,24,6,3,-7,0,-5,-6,-5
Rv3671c protease,-7,17,-1,2,-5,0,2,-5
Mtb FBA inh,4,1,1,1,-2,-1,11,-1

Values in list order from the list:
Rv3671c protease, nos. 10 to 15 → 17, -1, 2, -5, 0, 2
Mtb BioA inh, nos. 10 to 15 → -1.3, -1.7, 0.7, 8.6, -0.2, 4.5
CCHFV vOTU inh, nos. 10 to 15 → 13, -10, -13, -12, -4, 7

The listing continues:
17: CCN(CC)c1ccc(NC(=O)CSC(=O)c2ccccc2)cc1
18: COc1ccc(C2CC(O)(c3ccccc3)Oc3cc(OC)cc(OC)c32)cc1 (stereo not given)
19: Nc1nc(Cl)nc2c1ncn2C1CC(O)C(CO)O1 (stereo not given)
20: COc1ccc(OC)c(NC(=O)N2CCCC(CNS(=O)(=O)c3cccs3)C2)c1 (stereo not given)
21: COCC(=O)N1CCN(c2ccc([N+](=O)[O-])cc2)CC1
22: O=C(COc1ccccc1Cl)N1CCN(C(=O)c2ccco2)CC1
23: COCCNC(=O)C1(C)CCCN(C(=O)c2ccc3ccccc3c2)C1 (stereo not given)
24: O=C(NC1CCCC1)C1CCN(S(=O)(=O)c2ccccc2)CC1
Screen / compound no.,17,18,19,20,21,22,23,24
FadD28 FP inh,-1.8,-6.0,-0.4,-1.7,-2.1,-0.7,0.0,-0.1
UGM FP inh,1.9,nt,0.1,2.6,-0.1,-2.3,nt,-3.1
MazF activator,-9,7,-8,0,9,2,nt,-2
CCHFV vOTU inh,0,-6,-1,2,9,-2,-1,5
DUSP3 inh,nt,-1,nt,12,6,12,nt,-47
Mtb BioA inh,0.5,-0.6,-0.9,nt,0.0,0.9,0.0,-1.0
GDH-TPI counter,7,4,9,3,17,5,4,-4
BoNT F protease,2,-2,5,2,8,0,-6,29
Rv3671c protease,-1,nt,8,-6,0,-6,nt,2
Mtb FBA inh,6,0,4,1,-15,-1,1,3

25: CCSc1nc(N2CCOCC2)c2c(c1C#N)CC(C)(C)N(C)C2
26: OCc1ccccc1-c1cnc2sc(NCc3ccc(F)cc3)nn12
27: CCCC(=O)NCCc1cc2cc(C)c(C)cc2[nH]c1=O
28: O=C(N/N=C/c1ccccn1)c1c[nH]c2ccccc12
29: Cc1[nH]c2ccccc2c1C(=O)C(=O)N(C)C1CCCCC1
30: CCN(C(=O)COC(=O)CNS(=O)(=O)c1ccccc1)c1ccccc1
31: COc1ccccc1N1CCN(C(=O)c2c(-c3c(F)cccc3Cl)noc2C)CC1
32: CC(C)(C)c1ccc(C(=O)OCC(=O)NC2CC2)cc1
Screen / compound no.,25,26,27,28,29,30,31,32
FadD28 FP inh,0.1,-3.2,0.6,-1.1,0.7,-3.2,1.0,-2.6
UGM FP inh,2.2,nt,nt,2.5,0.3,-3.9,nt,nt
MazF activator,11,nt,3,-3,-3,6,2,1
CCHFV vOTU inh,7,0,-11,15,-6,-5,1,-13
DUSP3 inh,-7,nt,-8,40,1,22,17,nt
Mtb BioA inh,0.1,2.5,nt,nt,0.2,-1.4,-1.3,-0.1
GDH-TPI counter,13,3,21,21,14,-9,10,-7
BoNT F protease,3,0,2,-6,4,-1,4,-3
Rv3671c protease,0,nt,nt,2,3,-1,nt,nt
Mtb FBA inh,1,2,4,3,-1,5,3,0

33: CC1CN(C(=O)COC(=O)c2ccc(C#N)cc2)CC(C)O1 (stereo not given)
34: COc1ccc(C)cc1NC(=O)CN1C(=O)COc2ccc(S(=O)(=O)N3CCOCC3)cc21
35: Cc1cccc(NC(=O)CSc2nnc(C)c(=O)n2N)c1C
36: CCc1nc(N)c(C#N)c(-c2ccncc2)c1C
37: Cc1ccc(OCC(=O)N/N=C2\CCOc3c(C)cccc32)cc1
38: CCC(=O)N1CCc2cc(S(=O)(=O)CCC(=O)NCc3ccc(C)cc3)ccc21
39: COc1ccc(C)cc1N(C)C(=O)Cc1c(C(=O)O)n(C)c2ccccc12
40: Cn1c(=O)c2[nH]c(-c3cccnc3)nc2n(C)c1=O
Screen / compound no.,33,34,35,36,37,38,39,40
FadD28 FP inh,1.8,-2.0,-1.1,0.0,-3.0,-0.1,nt,0.6
UGM FP inh,1.7,-1.4,1.8,-1.3,-1.0,-2.1,2.9,0.1
MazF activator,0,7,-4,6,4,4,13,6
CCHFV vOTU inh,10,2,0,-2,5,-5,11,6
DUSP3 inh,45,-14,7,22,16,0,2,14
Mtb BioA inh,0.0,-1.0,1.2,0.2,nt,-1.2,1.8,-0.7
GDH-TPI counter,2,10,-3,10,-1,11,-4,24
BoNT F protease,-12,-7,0,10,-1,-1,-13,0
Rv3671c protease,-2,4,-5,-7,7,4,1,-5
Mtb FBA inh,6,3,4,4,3,0,1,3

41: Cc1cc(C)c(C#N)c(N2CCN(Cc3ccc4c(c3)OCO4)CC2)n1
42: CCOc1ccc(OCCCC(=O)N(CC)CC(=O)Nc2c(F)cccc2F)cc1
43: CN(C)P(=O)(CCl)Nc1ccccc1 (stereo not given)
44: CC1(C)CCC[C@]2(C)C(CS(=O)c3ccccc3)=C(C=O)CC[C@@H]12 (stereo not given in full)
45: O=C(Oc1cccc(C(=S)N2CCOCC2)c1)c1cccc(Cl)c1
46: CCOC(=O)N1CCN(C(=O)c2ccc(CN(c3ccccc3)S(C)(=O)=O)cc2)CC1
47: Cc1cccn2c(=O)c(/C=N/O)c(Nc3ccccc3F)nc12
48: CCCC(=O)NC(=S)Nc1cccc(C(C)=O)c1
Screen / compound no.,41,42,43,44,45,46,47,48
FadD28 FP inh,-2.4,-3.6,-2.3,-0.7,-2.1,1.2,0.7,-1.2
UGM FP inh,2.8,-2.1,1.0,0.8,-2.1,-5.2,-0.5,3.3
MazF activator,2,-11,5,1,2,10,2,-2
CCHFV vOTU inh,15,-2,2,6,1,2,-4,15
DUSP3 inh,22,nt,-2,nt,14,-12,12,10
Mtb BioA inh,-0.7,-0.1,-1.0,nt,0.7,-2.5,nt,1.8
GDH-TPI counter,-1,5,8,2,7,-4,-1,12
BoNT F protease,?,-2,3,-7,2,2,-13,-18
Rv3671c protease,2,-1,0,0,6,3,-1,-6
Mtb FBA inh,0,0,5,0,-1,5,3,2

49: Cc1cc(C(=O)CSc2nnnn2C)c(C)n1-c1ccc2c(c1)OCCO2
50: COc1c(/C=N/NS(=O)(=O)c2ccc(C)cc2)c(CCN(C)C(C)=O)cc2c1OCO2
51: CC(C)C(NC(=O)c1ccc([N+](=O)[O-])cc1Cl)C(=O)N1CCCC1 (stereo not given)
52: CCC(=O)N1CCCC(C(=O)Nc2ccc3cn[nH]c3c2)CC1 (stereo not given)
53: CCOC(=O)C(C#N)C(c1cccnc1)c1c(C)[nH][nH]c1=O (stereo not given)
54: COc1ccc(NC(=O)C2(C)CCN2CCOc2ccc(C)cc2)cc1OC (stereo not given)
55: CCOC(=O)N1CCN(c2c(-c3ccc(C)c(C)c3)c(=O)c2=O)CC1
Screen / compound no.,49,50,51,52,53,54,55
FadD28 FP inh,-5.3,0.5,-2.0,0.7,-1.0,0.3,-1.2
UGM FP inh,4.4,-2.8,-3.9,nt,-1.4,nt,-0.7
MazF activator,6,5,1,nt,-5,nt,-3
CCHFV vOTU inh,5,-17,9,-1,6,5,-2
DUSP3 inh,18,13,12,nt,-9,nt,49
Mtb BioA inh,1.1,-0.8,0.7,-1.6,-2.1,0.0,4.0
GDH-TPI counter,9,-7,9,12,6,19,26
BoNT F protease,4,-3,-7,2,6,-7,-6
Rv3671c protease,-2,9,4,nt,-8,nt,-2
Mtb FBA inh,-4,2,3,0,-2,3,0

A different layout for part of the listing above:
26	OCc1ccccc1-c1cnc2sc(NCc3ccc(F)cc3)nn12
  FadD28 FP inh: -3.2 | UGM FP inh: nt | MazF activator: nt | CCHFV vOTU inh: 0 | DUSP3 inh: nt | Mtb BioA inh: 2.5 | GDH-TPI counter: 3 | BoNT F protease: 0 | Rv3671c protease: nt | Mtb FBA inh: 2
33	CC1CN(C(=O)COC(=O)c2ccc(C#N)cc2)CC(C)O1 (stereo not given)
  FadD28 FP inh: 1.8 | UGM FP inh: 1.7 | MazF activator: 0 | CCHFV vOTU inh: 10 | DUSP3 inh: 45 | Mtb BioA inh: 0.0 | GDH-TPI counter: 2 | BoNT F protease: -12 | Rv3671c protease: -2 | Mtb FBA inh: 6
19	Nc1nc(Cl)nc2c1ncn2C1CC(O)C(CO)O1 (stereo not given)
  FadD28 FP inh: -0.4 | UGM FP inh: 0.1 | MazF activator: -8 | CCHFV vOTU inh: -1 | DUSP3 inh: nt | Mtb BioA inh: -0.9 | GDH-TPI counter: 9 | BoNT F protease: 5 | Rv3671c protease: 8 | Mtb FBA inh: 4
5	Cc1ccc(NCc2nnc(SCC(=O)N3CCCCC3)n2CC2CCCO2)c(C)c1 (stereo not given)
  FadD28 FP inh: -1.5 | UGM FP inh: -1.8 | MazF activator: 1 | CCHFV vOTU inh: -7 | DUSP3 inh: nt | Mtb BioA inh: 0.6 | GDH-TPI counter: -4 | BoNT F protease: -21 | Rv3671c protease: 0 | Mtb FBA inh: 2

Hits appear at their usual frequency; about 4.9% have a hit in one of these screens.
